# Source: PubChem BioAssay (National Center for Advancing Translational Sciences (NCATS))
# HEK293 tox – cytotoxic in the GLP-1 receptor inverse agonist counter-screen. HEK293 cAMP-luciferase reporter cells, luminescence, 24 h. Potency, µM (highest dose often 38.3 µM), for inactives: top-dose activity change, negative = inhibition, most hits filed as inhibitors. actives 0.13% (n = 410,000);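 note: loss of luciferase light is scored as toxicity; potency is the fitted concentration of half-maximal effect; % is set by controls: 0 for no effect and ±100 for the full control effect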
#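 1536-well qHTS counterscreen of the MLSMR; 200 cells/uL, 12 h pre-incubation, 23 nL cpd, 24 h at 37 deg C 5% CO2, luciferase detection reagent, 12 min RT, luminescence. Inhibition = undesired.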
# PLK1 PBD block – PLK1 (human) polo-box domain binding inhibition; Plk1 PBD binding of FITC phosphopeptide, fluorescence polarization; Potency, µM, without a hit: max response, negative = inhibition, hits mostly inhibitors; actives 2.8% (n = 360,000); AID 720504; note: potency is the fitted concentration of half-maximal effect; series mostly up to about 57 µM; % is set by controls: 0 for no effect and ±100 for the full control effect; nearly all actives have a fitted effect of over 65% in size
# Target sequence (P53350 whole entry, looked up, the tested form may be a part): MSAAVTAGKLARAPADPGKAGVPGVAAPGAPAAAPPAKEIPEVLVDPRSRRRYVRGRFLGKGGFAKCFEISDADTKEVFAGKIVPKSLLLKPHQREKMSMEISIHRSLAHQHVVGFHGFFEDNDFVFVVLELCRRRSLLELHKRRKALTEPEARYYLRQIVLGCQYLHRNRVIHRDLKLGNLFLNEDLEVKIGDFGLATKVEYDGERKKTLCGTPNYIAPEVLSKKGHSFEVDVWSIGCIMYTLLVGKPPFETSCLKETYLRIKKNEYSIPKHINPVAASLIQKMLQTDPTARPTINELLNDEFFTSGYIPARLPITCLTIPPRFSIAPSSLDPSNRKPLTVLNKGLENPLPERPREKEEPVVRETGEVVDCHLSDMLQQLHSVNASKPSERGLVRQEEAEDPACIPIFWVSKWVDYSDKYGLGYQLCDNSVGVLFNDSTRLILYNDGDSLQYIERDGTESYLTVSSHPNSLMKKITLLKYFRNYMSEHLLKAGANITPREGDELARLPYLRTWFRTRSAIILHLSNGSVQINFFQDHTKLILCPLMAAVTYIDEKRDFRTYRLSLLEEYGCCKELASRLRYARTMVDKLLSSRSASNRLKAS
# DRD3 agonist – D3 dopamine receptor (human) agonism. max activation, %. D3R DiscoveRx beta-arrestin cells, luminescence, 90 min. actives 0.58% (n = 410,000); in the data active = max activation above about 30%; note: 0% is about no effect; mostly tested at two doses, the higher about 12 µM
# Target sequence (P35462 whole entry, looked up): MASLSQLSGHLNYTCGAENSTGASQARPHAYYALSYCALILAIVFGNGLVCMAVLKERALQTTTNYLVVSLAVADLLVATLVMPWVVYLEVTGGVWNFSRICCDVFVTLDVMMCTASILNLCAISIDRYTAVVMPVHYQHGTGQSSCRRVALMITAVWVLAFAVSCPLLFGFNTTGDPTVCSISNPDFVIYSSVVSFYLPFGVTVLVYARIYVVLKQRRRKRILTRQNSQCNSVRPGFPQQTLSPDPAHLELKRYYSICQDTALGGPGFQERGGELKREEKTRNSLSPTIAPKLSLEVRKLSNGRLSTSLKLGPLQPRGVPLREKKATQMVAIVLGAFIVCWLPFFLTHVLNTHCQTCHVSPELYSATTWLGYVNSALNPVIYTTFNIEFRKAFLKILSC
#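 Cells at 1500/well, incubated overnight, then treated with pinned compounds (dopamine as control) for 90 min at 37 degrees C. DiscoveRx reagent added for 30 - 60 minutes at room temperature; luminescence read.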
# IL2 activator – IL-2 activation; IL-2 activation reporter assay, cell-based qHTS; stimulated with anti-CD3/CD4/CD28 beads; in transgenic mouse T cells; activation, % (series mostly up to about 46 µM); actives 0.065% (n = 360,000); AID 652025; in the data active = activation above about 50%; inconclusive = mostly about 30% to 49%; note: 0% is about no effect
#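 Using fluorescent plate cytometry, EGFP and DsRed are detected in transgenic mouse T cells stimulated 18 h at 37 degrees C with antibody-coated beads after 60 min compound pretreatment.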
# WRN inhibitor – blocks human WRN helicase; Q14191; WRN helicase unwinding, fluorescent forked duplex, kinetic; Potency, µM (series often up to 114 µM), without a hit: top-dose activity change, negative = inhibition, most hits filed as inhibitors; actives 0.46% (n = 360,000); note: potency is the fitted concentration of half-maximal effect; % is set by controls: 0 for no effect and ±100 for the full control effect; nearly all actives have a fitted effect of over 55% in size
#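 Enzyme (20 nM final) and test compound sit together 15 min at room temperature before substrate addition. Substrate is a single-forked duplex oligonucleotide (100 nM) labelled with fluorophore and quencher, with 2 mM ATP; helicase unwinding raises red fluorescence, read kinetically.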
# DRD3 antagonist – antagonists of human D3 dopamine receptor; P35462; D3R cells, DiscoveRx beta-arrestin luminescence, antagonist mode; stronger effect = lower value; max response, negative = inhibition, %; actives 2.5% (n = 360,000); AID 652054; in the data active = max response below about -50%; inconclusive = no clear call, values can overlap the other calls; note: % is set by controls: 0 for no effect and ±100 for the full control effect; mostly tested at two doses, the higher about 12 µM
#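 Cells expressing the human receptor were seeded at 1500 cells/well, incubated overnight at 37 degrees C in 5% CO2, then exposed to library compounds with dopamine controls for 90 minutes at 37 degrees C before luminescent detection.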
# GLP-1R inv ag – acts as inverse agonist at human GLP-1 receptor; P43220; HEK293 GLP-1R CRE-luciferase, luminescence, 24 h; GLP-1R form is constitutively active; Potency, µM (series often up to 38.3 µM), for inactives: top-dose activity change, negative = inhibition, hits mostly inhibitors; actives 1.6% (n = 410,000); AID 624417; note: potency is the fitted concentration of half-maximal effect; % is set by controls: 0 for no effect and ±100 for the full control effect; nearly all actives have a fitted effect of over 55% in size
#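 HEK293 cells stably co-expressing constitutively active GLP-1R and a cAMP-responsive luciferase reporter were seeded in DMEM with 10% Nu serum, given compounds after 12 h, and incubated 24 h at 37 deg C. Luminescence was then read.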
# GLP-1R agonist – GLP-1 receptor (human) agonism; AID 624172; Potency, µM (doses to about 45.6 µM), without a hit: top-dose activation, actives largely listed as activators; P43220; HEK293 GLP-1R CRE-luciferase, luminescence, 4-6 h; cells express a hypersensitive GLP-1R form; actives 0.007% (n = 380,000); note: potency is the fitted concentration of half-maximal effect; % of control where 0% means no effect
# PI5P4Ka inh – PI5P4K alpha (human) kinase inhibition; P48426; PI5P4Kalpha enzyme, ADP-Glo luminescence, 60 min; stronger effect = lower value; max response, %; actives 1.2% (n = 330,000); AID 652105; active = max response of -50% or lower; inconclusive = between -30% and -50%; inactive = -30% or higher; note: value at the top dose of about 77 µM; % is set by controls: 0 for no effect and ±100 for the full control effect
#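 ADP-Glo luminescence end-point after a 60 min room-temperature kinase reaction. PI5P4Kalpha and substrate in HEPES pH 7.4 buffer with EGTA, 0.1% CHAPS and 5% DMSO; ATP at 5 microM final.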
# Numbers without * were called inactive; u = inconclusive; x = not tested or not shown; [ ] = dose if it differs, or a comment. Unless noted, calls come from the whole dose curve; as a rule, active = well fitted curve in the direction sought with a large enough effect; inconclusive = small, poorly fitted or top-dose-only effect, or another doubt; inactive = no such curve, though single readings can be large; an effect the other way counts as inactive or inconclusive.
1	CC1CN(C(=O)C2CCCN2S(=O)(=O)c2ccc(Cl)cc2)CC(C)O1 (stereo not drawn)
2	O=C(Nc1ccccc1C(=O)NCCc1ccc(O)cc1)c1ccco1
3	Nc1cccc(S(=O)(=O)c2cccc(N)c2)c1
4	OC1(Cc2ccn[nH]2)CCCCC1
5	CN(C)N=Nc1ccc(S(=O)(=O)/N=C(\O)c2ccccc2)cc1

Assay by compound	1	2	3	4	5
DRD3 antagonist	15.8	27.5	u	20.6	0.0
GLP-1R inv ag	4.2%	10.1%	33.0%[activator]	2.7%	3.0%
WRN inhibitor	-2.1%	-9.9%[57.1 µM]	1.7%	-4.1%	-4.5%
DRD3 agonist	1.7	27.2	-0.6	6.5	0.8
HEK293 tox	-1.6%	-1.1%	0.2%	-10.3%	-1.5%
IL2 activator	-0.2	-0.8	0.0	-1.6	-0.5
GLP-1R agonist	-7.3%	3.5%	-3.7%	2.5%	-1.4%
PI5P4Ka inh	x	-1.7	1.2	0.8	5.5
PLK1 PBD block	-3.5%	0.9%	-7.3%	-2.5%	3.2%

6	COC(=O)C[C@H]1c2cc(C(F)(F)F)ccc2S(=O)(=O)N1C1CCCC1
7	CCOC(=O)[C@@H]1[C@H]2COc3ccc(Br)cc3[C@@H]2N2C(=O)N(c3ccccc3)C(=O)[C@]12C
8	CCS(=O)(=O)NC(C)C(c1cccs1)N1CCN(C)CC1 (stereo not drawn)
9	C=CCn1c(N)c(C(=O)OCC)sc1=S
10	Cc1nc2c(Br)c(C)nn2c2c1CCC2

Assay by compound	6	7	8	9	10
DRD3 antagonist	0.0	-23.3	-25.7	9.1	11.9
GLP-1R inv ag	-5.8%	u	31.1%[activator]	9.4%	65.3%[activator]
WRN inhibitor	-6.5%	2.0%	2.4%	5.7%	-4.4%
DRD3 agonist	-4.4	6.8	-18.8	3.5	4.2
HEK293 tox	-1.7%	u	6.2%	2.7%	-10.0%
IL2 activator	-2.4	-0.8	-0.3	-0.9	-0.7
GLP-1R agonist	0.4%	-2.8%	-1.7%	-1.3%	3.8%
PI5P4Ka inh	-9.8	-0.6	x	x	-1.2
PLK1 PBD block	-2.2%	-11.5%	-9.7%	-4.4%	-1.2%

11	Nc1nc(-c2c[nH]c3ccccc23)cs1
12	COc1ccc(-n2c(CCc3ccccc3)nnc2SCC(=O)c2ccc(Cl)cc2)cc1
13	C[C@H](NC(N)=O)C(=O)Nc1ccc(OCc2ccccc2)cc1
14	O=C(CN1C(=O)NC2(CCCC2)C1=O)NCc1ccccc1
15	CC1=C(O)C(=O)C(C2=C(O)C(=O)C(C)=C(O)C2=O)=C(O)C1=O

Assay by compound	11	12	13	14	15
DRD3 antagonist	u	23.1	11.2	-14.3	-20.3
GLP-1R inv ag	6.1%	u	22.4%	7.4%	-13.1%
WRN inhibitor	-12.5%	-4.2%	0.7%	5.3%	-2.2%
DRD3 agonist	-11.0	-3.9	15.7	-18.9	19.6
HEK293 tox	-2.8%	-20.9%	-5.8%	-5.7%	-7.4%
IL2 activator	1.4	0.7	-0.1	2.1	1.9
GLP-1R agonist	0.7%	-8.7%	14.2%	-7.0%	-3.7%
PI5P4Ka inh	u	4.1	0.6	-6.1	u
PLK1 PBD block	u	-5.4%	7.8%	-13.7%	-6.0%

16	COc1ccc(Oc2nc3c(c(=O)n(C)c(=O)n3C)n2C)cc1
17	CO[C@@H]1CN(C)C(=O)c2ccc(NC(=O)C3CCC3)cc2OC[C@H](C)N(CC2CCCCC2)C[C@H]1C
18	COc1ccc(OC)c(Cc2nnc(CCC(=O)NC3C4CC5CC(C4)CC3C5)o2)c1 (stereo not drawn)
19	CC(C)(C)c1ccc(C(=O)N2CCCN(c3ccc([N+](=O)[O-])cn3)CC2)cc1
20	CC1CCCC(NC(=O)CN2CCN(Cc3ccc(Cl)cc3)C2=O)C1C (stereo not drawn)

Assay by compound	16	17	18	19	20
DRD3 antagonist	-3.7	8.1	0.4	-0.5	0.0
GLP-1R inv ag	0.6%	u	u	u	u
WRN inhibitor	3.2%	-6.7%	1.5%	1.9%	-5.6%
DRD3 agonist	6.0	0.3	-2.3	-3.0	-17.6
HEK293 tox	0.7%	-12.7%	-0.5%	-17.0%	6.7%
IL2 activator	0.3	-0.5	-2.2	1.6	0.6
GLP-1R agonist	-0.2%	x	17.5%	12.8%	1.6%
PI5P4Ka inh	1.9	0.5	0.5	-9.0	4.5
PLK1 PBD block	7.0%	2.0%	0.6%	-3.8%	-7.9%

# Entries listed so far with a Cl atom (3):
1	CC1CN(C(=O)C2CCCN2S(=O)(=O)c2ccc(Cl)cc2)CC(C)O1 (stereo not drawn)
12	COc1ccc(-n2c(CCc3ccccc3)nnc2SCC(=O)c2ccc(Cl)cc2)cc1
20	CC1CCCC(NC(=O)CN2CCN(Cc3ccc(Cl)cc3)C2=O)C1C (stereo not drawn)

Assay by compound	1	12	20
DRD3 antagonist	15.8	23.1	0.0
GLP-1R inv ag	4.2%	u	u
WRN inhibitor	-2.1%	-4.2%	-5.6%
DRD3 agonist	1.7	-3.9	-17.6
HEK293 tox	-1.6%	-20.9%	6.7%
IL2 activator	-0.2	0.7	0.6
GLP-1R agonist	-7.3%	-8.7%	1.6%
PI5P4Ka inh	x	4.1	4.5
PLK1 PBD block	-3.5%	-5.4%	-7.9%

# Gathered by group: those above with an aryl methoxy group.
12	COc1ccc(-n2c(CCc3ccccc3)nnc2SCC(=O)c2ccc(Cl)cc2)cc1
16	COc1ccc(Oc2nc3c(c(=O)n(C)c(=O)n3C)n2C)cc1
18	COc1ccc(OC)c(Cc2nnc(CCC(=O)NC3C4CC5CC(C4)CC3C5)o2)c1 (stereo not drawn)

Assay by compound	12	16	18
DRD3 antagonist	23.1	-3.7	0.4
GLP-1R inv ag	u	0.6%	u
WRN inhibitor	-4.2%	3.2%	1.5%
DRD3 agonist	-3.9	6.0	-2.3
HEK293 tox	-20.9%	0.7%	-0.5%
IL2 activator	0.7	0.3	-2.2
GLP-1R agonist	-8.7%	-0.2%	17.5%
PI5P4Ka inh	4.1	1.9	0.5
PLK1 PBD block	-5.4%	7.0%	0.6%

# (continued)
21	Cc1cc(-c2ccccc2)nc(N2CCC(C(=O)NC34CC5CC(CC(C5)C3)C4)CC2)n1
22	CS(=O)(=O)N1CCCC(C(=O)NC2CCCCCCC2)C1 (stereo not drawn)
23	COC(=O)c1ccc(C2NC(=O)NC(C)=C2C(=O)N(C)C)cc1 (stereo not drawn)
24	COCC(=O)Nc1ccc(N2CCOCC2)c(S(=O)(=O)Nc2ccc(OC)cc2)c1
25	COc1ccc(S(=O)(=O)NCCSc2ccc(Cl)cc2)cc1OC
26	COc1cccc(N(C(=O)c2nc3nccc(C)n3n2)c2nc3ccccc3s2)c1
27	Cc1ccc(C(C)C)cc1OCCOCCN1CCCC1
28	Cc1c(-c2nc(-c3cccnc3)no2)cccc1[N+](=O)[O-]

Assay by compound	21	22	23	24	25	26	27	28
DRD3 antagonist	8.4	-12.1	-2.4	5.5	3.0	5.9	-66.1*	-3.6
GLP-1R inv ag	5.1%	3.1%	0.2%	-17.2%	0.5%	u	7.94µM*	66.6%[activator]
WRN inhibitor	1.0%	2.8%	1.5%	3.6%	-4.3%[57.1 µM]	-3.5%	5.0%	-10.7%
DRD3 agonist	0.3	-7.3	-1.5	0.6	5.3	-2.9	-1.5	4.4
HEK293 tox	-1.8%	-3.5%	-1.7%	-11.7%	-14.3%	-30.0%	-7.5%	-5.7%
IL2 activator	-2.4	-2.7	0.9	-0.1	-1.7	-2.6	-2.5	2.6
GLP-1R agonist	-7.6%	0.7%	11.3%	-3.9%	13.1%	25.1%	-2.3%	4.1%
PI5P4Ka inh	1.3	x	-8.6	2.9	x	-2.7	-8.2	-1.0
PLK1 PBD block	-1.5%	-2.1%	-5.8%	u	0.1%	-14.2%	1.1%	u

# Entries shown so far with bromine, in the order listed:
7	CCOC(=O)[C@@H]1[C@H]2COc3ccc(Br)cc3[C@@H]2N2C(=O)N(c3ccccc3)C(=O)[C@]12C
10	Cc1nc2c(Br)c(C)nn2c2c1CCC2

Assay by compound	7	10
DRD3 antagonist	-23.3	11.9
GLP-1R inv ag	u	65.3%[activator]
WRN inhibitor	2.0%	-4.4%
DRD3 agonist	6.8	4.2
HEK293 tox	u	-10.0%
IL2 activator	-0.8	-0.7
GLP-1R agonist	-2.8%	3.8%
PI5P4Ka inh	-0.6	-1.2
PLK1 PBD block	-11.5%	-1.2%
